Screens (PubChem)
HIV RNase H inh – HIV-1 RT RNase H inhibitors, primary screen, biochemical, fluorescence; RT-RNase H RNA/DNA duplex cleavage; 1.9% of 65,000 active; Gag-Pol polyprotein (Human immunodeficiency virus type 1 group M subtype B (isolate …; AID 565, 2006; inhibition, % at 10 µM; in the data active = inhibition above about 50%
RmlCD inh mix – RmlC and RmlD coupled enzyme inhibitors, primary screen, biochemical, 384-well, compound mixtures, retest; RmlC/RmlD coupled enzyme inhibition, 384-well mixture HTS; inhibition, % at 5.5 µM; 0.39% of 110,000 active; AID 1532, 2009; in the data active = inhibition above about 30%, passing the limit was not always enough; inconclusive = no clear call, values can overlap the other calls; also: strong numbers were not always called active
* hit, by the source's call; u = inconclusive; x = not tested or not shown. The list is partial; count on the stated rates, not on these rows.

Values run as follows: HIV RNase H inh, RmlCD inh mix
CNC(=O)C(Sc1nc(C)nc2c1oc1ccccc12)C(C)=O (centres undefined)
  x, -5.5
Cc1ccc(C(=O)Nc2cccc(C(=O)O)c2)cc1S(=O)(=O)N1CCCCC1
  5.1, -207.3
CCN1CCCC1CNS(=O)(=O)c1cc(Br)cc2c1N(C(=O)C1CC1)CC2 (centres undefined)
  -4.7, 5.0
CCOC(=O)C1=C(c2ccccc2)Nc2ncnn2C1c1cc(OC)cc(OC)c1OC (centres undefined)
  8.8, -7.0
CCCn1c(SCC(=O)Nc2cc(Cl)ccc2OC)n[nH]c1=O
  x, 31.5
NC(=O)Nc1ccc(F)cc1
  x, 17.9
CCN1CCCc2cc(CN(CCN3CCOCC3)C(=O)Nc3ccc(C)c(C)c3)ccc21
  x, -12.7
COC(=O)c1cc2ccsc2n1Cc1nc(-c2cccc(Cl)c2)oc1C
  x, 8.7
CCOC(=O)C1(C)NC(c2cc(OC)c(OC)c(OC)c2)C2C(=O)N(CC)C(=O)C21 (centres undefined)
  -9.2, u
CCCCC(=O)Nc1cccc(NC(=O)c2ccc(Br)o2)c1
  2.1, 14.2
C=CCc1ccc(OCCCOc2ccc(C)c(C)c2)c(OC)c1
  x, 3.2
O=C(Nc1ccc(-c2nc3cc(NC(=O)c4cccs4)ccc3o2)cc1)c1cccs1
  x, 92.8*
Cc1cc(C)c2cc(C#N)c(NCCOC(=O)c3ccccc3C)nc2c1
  x, -20.1
CCCc1cc(=O)n2c(nc3ccccc32)[nH]1
  -11.9, -3.2
COC(=O)c1ccccc1NC(=O)n1cc(C)cn1
  -5.4, -8.4
Cc1cc(C(=O)NCc2ccc(S(N)(=O)=O)cc2)cs1
  -4.0, -13.5
COC(=O)c1ccc(C2/C(=C(/O)c3ccc(OC)cc3)C(=O)C(=O)N2CC2CCCO2)cc1 (centres undefined)
  3.2, 1.7
CC(=O)C1(C)OC(N)=C(C#N)C(c2ccccc2)C1(C#N)C#N (centres undefined)
  4.6, -5.6
N#CCCN(C(=O)CN1C(=O)NC2(CCCC2)C1=O)c1ccccc1F
  -1.4, -11.1
O=C(O)CCC(NC(=O)c1cncc(O)c1)C(=O)O (centres undefined)
  x, -7.8
COCCn1nnnc1C(c1cc2ccc(OC)cc2[nH]c1=O)N1CCc2ccccc2C1 (centres undefined)
  6.5, 10.9
C[C@H](NC(=O)c1nc[nH]c1C(=O)NCc1ccccc1)C(=O)OC(C)(C)C
  x, 6.4
CCN(CC)C(=O)Cn1cnc2sc(C(=O)N3CCN(c4ccc(OC)cc4)CC3)c(C)c2c1=O
  x, -14.2
CCC(=O)n1nc(-c2ccc(OC)cc2)nc1N
  -4.2, -7.4
COc1cc(-c2c(C#N)c(N)nc3c2CCCC3)cc(OC)c1OC
  -29.8, 4.9
CCOc1ccc(-c2nnn(CC(=O)Nc3cc(OC)ccc3OC)n2)cc1OCC
  22.5, 4.9
COC(=O)C(NC(=O)c1ccc(F)cc1)(Nc1nc(C)cs1)C(F)(F)F (centres undefined)
  0.2, 57.8
Cc1ccc2nc(SCc3cccc([N+](=O)[O-])c3)nc(C)c2c1
  x, 6.0
Cc1ccc(OCCn2cc(C#N)c3ccccc32)cc1
  x, 5.5
C=CCn1c(Sc2ccccc2)nc2c1c(=O)[nH]c(=O)n2C
  x, 11.8
CC1=C(C(N)=O)C(c2ccccn2)n2nc(SCc3ccccc3Cl)nc2N1 (centres undefined)
  -2.8, 12.3
CN(C)CCCNS(=O)(=O)c1ccc(N2CCC(c3ccc(Cl)cc3)=N2)cc1
  x, 93.2*
COc1ccc(C2C(C#N)=C(/N=C/N3CCN(C)CC3)OC3=C2C(=O)CC(C)(C)C3)cc1OC (centres undefined)
  -1.7, 11.1
CC1CCN(C(=O)CSc2nc3c(cnn3-c3ccc(Cl)cc3)c(=O)[nH]2)CC1
  -9.8, -9.3
Cc1ccc(S(=O)(=O)N=C2SCCCS2)cc1
  -35.4, -3.4
COc1ccc(OC)c(NC(=O)CS(=O)(=O)Cc2nc(-c3ccccc3C)oc2C)c1
  -2.3, -10.3
S=c1[nH]ncn1/N=C/c1ccc(N2CCOCC2)cc1
  x, 13.5
Cc1ccc(Oc2nc(-c3ccccc3)ncc2S(=O)(=O)c2ccc(C)cc2)cc1
  x, -6.8
CC1CCCC(NC(=O)c2ccc3c(c2)N(Cc2ccccc2)C(=O)CS3=O)C1C (centres undefined)
  -0.2, 8.8
CC(=O)Nc1ccc(-c2nnc(SCc3ccccc3C#N)n2C)cc1
  x, 0.6
CC(C)CNC(=O)c1c(N)n(/N=C/c2cccnc2)c2nc3ccccc3nc12
  5.3, x
Cn1c(=O)c2c(ncn2Cc2cccc(Cl)c2)n(C)c1=O
  -39.4, 3.6
COc1ccc(C(=O)c2coc3ccc(O)c(CN4CCCCC4)c23)cc1
  -15.6, 10.6
Cc1cc(C)nc(SCC(=O)N/N=C/c2cccn2-c2ccc(O)cc2)n1
  x, 9.9
COc1ccc(C(=O)N2CCN(c3nc4cc(C)ccc4cc3C#N)CC2)c(OC)c1
  -5.9, 21.1

Some of the entries so far, tab-delimited:
SMILES	HIV RNase H inh	RmlCD inh mix
Cc1ccc2nc(SCc3cccc([N+](=O)[O-])c3)nc(C)c2c1	x	6.0
Cc1ccc(OCCn2cc(C#N)c3ccccc32)cc1	x	5.5
C=CCn1c(Sc2ccccc2)nc2c1c(=O)[nH]c(=O)n2C	x	11.8
CC1=C(C(N)=O)C(c2ccccn2)n2nc(SCc3ccccc3Cl)nc2N1 (centres undefined)	-2.8	12.3
CN(C)CCCNS(=O)(=O)c1ccc(N2CCC(c3ccc(Cl)cc3)=N2)cc1	x	93.2*
COc1ccc(C2C(C#N)=C(/N=C/N3CCN(C)CC3)OC3=C2C(=O)CC(C)(C)C3)cc1OC (centres undefined)	-1.7	11.1
CC1CCN(C(=O)CSc2nc3c(cnn3-c3ccc(Cl)cc3)c(=O)[nH]2)CC1	-9.8	-9.3
Cc1ccc(S(=O)(=O)N=C2SCCCS2)cc1	-35.4	-3.4
COc1ccc(OC)c(NC(=O)CS(=O)(=O)Cc2nc(-c3ccccc3C)oc2C)c1	-2.3	-10.3
S=c1[nH]ncn1/N=C/c1ccc(N2CCOCC2)cc1	x	13.5
Cc1ccc(Oc2nc(-c3ccccc3)ncc2S(=O)(=O)c2ccc(C)cc2)cc1	x	-6.8
CC1CCCC(NC(=O)c2ccc3c(c2)N(Cc2ccccc2)C(=O)CS3=O)C1C (centres undefined)	-0.2	8.8
CC(=O)Nc1ccc(-c2nnc(SCc3ccccc3C#N)n2C)cc1	x	0.6
CC(C)CNC(=O)c1c(N)n(/N=C/c2cccnc2)c2nc3ccccc3nc12	5.3	x
Cn1c(=O)c2c(ncn2Cc2cccc(Cl)c2)n(C)c1=O	-39.4	3.6
COc1ccc(C(=O)c2coc3ccc(O)c(CN4CCCCC4)c23)cc1	-15.6	10.6
Cc1cc(C)nc(SCC(=O)N/N=C/c2cccn2-c2ccc(O)cc2)n1	x	9.9
COc1ccc(C(=O)N2CCN(c3nc4cc(C)ccc4cc3C#N)CC2)c(OC)c1	-5.9	21.1

The list goes on.
Values run as follows: HIV RNase H inh, RmlCD inh mix
CCN(CC)S(=O)(=O)c1cccc(C(=O)NCCc2ccccc2)c1
  x, 2.3
O=C1C(C2=C(O)c3ccccc3C2=O)=Nc2ccccc21
  -17.3, 13.3
Cc1ccc(C(=O)CSc2nc3ccccc3c(=O)n2-c2ccccc2)s1
  x, -11.3
CCOC(=O)c1c(NC(=O)C2c3ccccc3Oc3ccccc32)sc(C(C)=O)c1C
  x, -25.6
COc1ccc(C2CC(=O)N3CN(c4ccc(C)c(Cl)c4)CSC3=C2C#N)cc1OC (centres undefined)
  18.1, -11.2
S=C(Nc1ccccc1)N1CCCCC1
  x, 2.7
CCCC(=O)Nc1c2c(nn1-c1ccc(OC)cc1)CS(=O)C2 (centres undefined)
  0.0, x
CCCS(=O)(=O)N1CCCC(C(=O)NCCCOCC)C1 (centres undefined)
  -16.7, 7.6
CCOC(=O)Cc1c[nH]c2ccccc12
  -35.2, -6.6
CCOC(=O)CCc1c(C)nc2cc(C3CCCN(C(=O)OC(C)(C)C)C3)[nH]n2c1=O (centres undefined)
  0.1, x
CSc1ncccc1C(=O)OCc1ccccc1
  -11.2, -13.4
COc1ccc(-c2cn3cc(Cl)ccc3n2)cc1OC
  -28.5, -4.0
O=C(O)c1ccc(CSCc2c(F)cccc2Cl)o1
  -14.1, 6.3
Cc1cccnc1NC1(C(F)(F)F)N=C(c2ccccc2)NC1=O (centres undefined)
  x, 9.2
CCN(C(=O)c1sc(N)c(C#N)c1C)C1CCCCC1
  -27.8, -8.4
CCn1nnc(-c2ccccc2NC(=O)c2ccc(-n3cnnn3)cc2)n1
  -5.5, 12.6
CC1(C)CC(=O)C(C=NCC2CCN(C(=O)Nc3ccc(Cl)c(Cl)c3)CC2)=C(O)C1
  x, -14.5
CCC(=O)Nc1cc(-c2nn3c(C)nnc3s2)ccc1C
  6.3, -9.0
COc1ccc(-c2c(-c3cccc(C)c3)oc3ccc(-c4ccc5c(c4)OCO5)cc23)cn1
  x, -28.9
NC(=O)CSCc1cccc(Br)c1
  -1.8, -3.7
CCCOC(=O)C1=C(C)NC2=C(C(=O)CCC2)C1c1ccc(N(C)C)cc1 (centres undefined)
  2.9, -9.1
Cc1nc2ccc(NC(=O)N(C(C)C)C(C)C)cc2s1
  x, 2.7
COc1ccc(CC(=O)N2CCN(C(=O)Cc3ccc(OC)cc3)CC2)cc1
  -1.3, x
CCOc1ccc(N2C(=O)CC(Sc3nc(C)cc(C)n3)C2=O)cc1 (centres undefined)
  -9.2, 4.9
O=C(CSC1=Nc2ccccc2C2=NC(CC(=O)NCc3ccco3)C(=O)N12)NCC1CCCO1 (centres undefined)
  -6.4, -6.8
COc1ccc(NCC(=O)Nc2ccc(Cl)cc2C)c(OC)c1
  -27.4, -4.3
O=C1CC(N2CCN(c3nc4ccccc4s3)CC2)C(=O)N1c1ccc(F)cc1 (centres undefined)
  -2.3, 7.4
COCCNC(=O)CN(C(=O)CCC(=O)Nc1ccccn1)c1ccc(F)cc1
  -0.7, 5.5
Cc1nc([N+](=O)[O-])c(N2CCN(C)CC2)n1Cc1ccccc1
  x, 7.4
N#CC1(Cc2ccc([N+](=O)[O-])cc2)c2ccccc2C=CN1C(=O)c1ccccc1 (centres undefined)
  x, 6.7

3 compounds already listed, arranged by SMILES length, highest first:
Values run as follows: HIV RNase H inh, RmlCD inh mix
O=C(CSC1=Nc2ccccc2C2=NC(CC(=O)NCc3ccco3)C(=O)N12)NCC1CCCO1 (centres undefined)
  -6.4, -6.8
COc1ccc(CC(=O)N2CCN(C(=O)Cc3ccc(OC)cc3)CC2)cc1
  -1.3, x
COc1ccc(NCC(=O)Nc2ccc(Cl)cc2C)c(OC)c1
  -27.4, -4.3

The listing continues.
Values run as follows: HIV RNase H inh, RmlCD inh mix
CCCCn1cnc2c1c(=O)n(C)c(=O)n2C
  -3.1, -10.5
Cc1ccc(S(=O)(=O)CC2CSc3nnc(C)c(=O)n32)cc1 (centres undefined)
  -11.0, 34.4
O=C(CN1C(=O)CCSc2ccccc21)Nc1ccc2c(c1)OCO2
  -4.7, -1.2
Cc1ccc(OCCn2cnc3c(N)ncnc32)cc1
  x, 4.9
COc1cccc(C(=O)NCc2cccnc2)c1
  -4.8, 9.8
CCC(C)(C(=O)NC1CCCC1)N(C(=O)CC1NC(=O)NC1=O)c1ccc(C)cc1 (centres undefined)
  x, -6.3
Cc1c(C(=O)NCCc2ccc3c(c2)OCCO3)oc2ccccc12
  x, 4.4
Cc1cc(Cl)ccc1OCc1nc(-c2ccc(O)cc2)n[nH]1
  -98.3, 2.4
Cc1nccn1-c1ccc(C(F)(F)F)cc1NC=O
  -4.8, 14.7
O=C(CCN1C(=O)c2ccccc2C1=O)Oc1ccc2ccccc2c1
  x, -5.3
O=C(NC1CCN(Cc2ccccc2)CC1)C1COc2ccccc2O1 (centres undefined)
  -6.2, -9.3
CCc1nnc(SCc2ccc(OC)c(Br)c2)n1N
  -4.0, 6.0
COc1ccc(C)cc1NC(=O)CSc1nnc(-c2ccc(OC)c(OC)c2)n1N
  -0.5, -6.0
CCO[C@H]1OC(C(=O)N2CCN(Cc3ccc4c(c3)OCO4)CC2)=C[C@@H](c2ccccc2)[C@@H]1CCCO
  x, 2.9
CCCCn1nnnc1NCc1ccc(N2CCCC2)cc1
  38.5, -37.4
Cc1ccc(C(=O)NCC(=O)OCC(=O)c2c(N)n(C)c(=O)n(C)c2=O)s1
  2.2, x
CC(C)c1ccc(NC(=O)NC2CCCCC2)cc1
  -13.2, -8.0
CS(=O)(=O)N1CCc2ccccc2C1
  x, 7.0
COCC(C)N=CC1=C(O)CC(C)(C)CC1=O (centres undefined)
  -2.8, 10.8
CCC1=C(OC(=O)N(CC)CC)N2C(=O)OC(=NCCc3c[nH]c4ccccc34)[C@]2(Cc2ccccc2)[C@H]2C1=CC[C@H]1C(=O)N(CC(=O)OC)C(=O)[C@H]12
  x, 6.1
O=c1cc(CN2CCN(Cc3ccccc3)CC2)c2cc(Cl)ccc2o1
  -10.9, -9.2
CCOc1cc(C)c(S(=O)(=O)Nc2ccc(Cl)cn2)cc1C
  -12.1, -9.6
Cc1ccc(C(=O)NCCSc2ccc(Cl)cc2)cc1S(=O)(=O)Nc1ccccc1
  x, -3.7
CN1CCc2c(C#N)c(N3CCCCC3)nc(NCc3ccccc3)c2C1
  1.2, -274.8
